Screening results from PubChem BioAssay.
Thrombin inh = blocks human thrombin protease activity; P00734; alpha-thrombin, Boc-VPR-AMC fluorogenic substrate cleavage; inhibition, % at 5 µM; 220,000 compounds, 0.26% hits; AID 1046;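 active = inhibition at or above 40%; inactive = inhibition below 40%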;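 also: 0% = enzyme with no compound and 100% = wells without enzyme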
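Material: human alpha-thrombin protein. Incubation: reaction at ambient temperature. Technique: fluorescence of released AMC, ex 355 nm, em 460 nm. Control set: no-compound enzyme wells and no-enzyme blanks. Also added: Boc-VPR-AMC substrate, 15 µM final. Buffer or medium: pH 7.5 Tris (50 mM) with NaCl 150 mM, Tween 20 0.05%.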
m-calpain inh = inhibitors of pig calpain II. purified calpain II, fluorogenic peptide substrate, 30 min. inhibition, % at 16 µM. 220,000 compounds, 0.37% hits. AID 1236;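 active = inhibition above about 50%, limit read from the data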
Rad51 HR inh = Rad51 (human) homologous recombination inhibition; inhibition, % at 10 µM; hRad51 DNA strand exchange, fluorescence dequenching; 200,000 compounds, 0.085% hits; Q06609;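 active = inhibition above 40% at the single screening dose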;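 also: 0% = DMSO control wells and 100% = blanks with heterologous ssDNA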
Target sequence (Q06609 whole entry, looked up): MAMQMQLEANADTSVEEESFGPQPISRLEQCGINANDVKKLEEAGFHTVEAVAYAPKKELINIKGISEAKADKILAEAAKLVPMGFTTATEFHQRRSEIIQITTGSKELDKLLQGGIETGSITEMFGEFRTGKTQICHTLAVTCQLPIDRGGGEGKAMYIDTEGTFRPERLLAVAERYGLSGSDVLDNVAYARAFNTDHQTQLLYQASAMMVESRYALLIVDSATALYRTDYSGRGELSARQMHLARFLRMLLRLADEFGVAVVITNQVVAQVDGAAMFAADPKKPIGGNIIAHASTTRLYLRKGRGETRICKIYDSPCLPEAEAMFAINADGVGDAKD
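material = hRad51 filaments on single-stranded DNA | timing = filaments 15 min 37 °C, then compound 30 min | signal = FRET fluorescence dequenching, excitation 485 nm, emission 520 nm | benchmarks = control wells and blank wells on each plate | evaluation = percent inhibition relative to plate controls and blanks | compound = 10 µM final, single point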
Cl transport mod = modulators of human KCC2 chloride dependent transport | B-score of Tl+ flux slope (higher = more flux/activation; lower = inhibition) at 10 µM | AID 1456 | KCC2 cells, thallium flux FluoZin-2 fluorescence | 190,000 compounds, 2.2% hits | Q9H2X9;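 active = thallium flux slope and its plate-corrected score both differing from the plate sample mean at a set confidence after two filtering rounds, in either direction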;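 also: slope of fluorescence scaled to starting intensity during 10 to 20 s after thallium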
FXIIa inh 1536 = blocks human coagulation factor XIIa protease activity | P00748 | purified FXIIa, Boc-QGR-AMC fluorogenic substrate, 2 h | inhibition, % at 5 µM | 220,000 compounds, 0.3% hits; in the data active = inhibition above about 40%;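 also: 0% = enzyme with no compound and 100% = blank without enzyme; many of its hits are not listed in these tables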
FXIa inh 1536 = blocks human coagulation factor XIa protease activity | P03951 | purified FXIa, Boc-Glu-Ala-Arg-AMC fluorogenic substrate | inhibition, % at 5 µM | 220,000 compounds, 0.14% hits;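 active = inhibition of at least 40%; inactive = inhibition below 40%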;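 also: fluorescence of freed AMC excited at 355 nm; 0% = enzyme without compound and 100% = no enzyme blank; many of its hits are not listed in these tables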
PERK inh = human PERK inhibition, primary cell-based screen; Q9NZJ5; CHO PERK-DD fusion, SEAP luminescence translation reporter; inhibition, % at 5.6 µM; 220,000 compounds, 0.17% hits; AID 1416;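 active = inhibition above the mean inhibition of all tested compounds plus 3 SD, set separately per screening campaign, cut at about 2.9% in these data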;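 also: PERK kinase domain activated by AP20187 dimerizer at 100 nM; 0% = DMSO with dimerizer and 100% = rapamycin at 8.4 µM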
KLK5 inh = kallikrein 5 (human) inhibition; Q9Y337; recombinant hK5, fluorogenic AMC substrate cleavage; inhibition, % at 5 µM; 210,000 compounds, 0.59% hits; AID 873;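 active = inhibition of 40% or more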;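 also: 0% = enzyme controls without compound and 100% = no-enzyme blanks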
Furin inhibitor = human furin inhibition. 220,000 compounds, 0.061% hits. purified furin, fluorogenic substrate cleavage. AID 463115. inhibition, % at 30 µM; in the data active = inhibition above about 25%; also: inactives centre near -15
Target sequence (P09958 108-714 limits assumed): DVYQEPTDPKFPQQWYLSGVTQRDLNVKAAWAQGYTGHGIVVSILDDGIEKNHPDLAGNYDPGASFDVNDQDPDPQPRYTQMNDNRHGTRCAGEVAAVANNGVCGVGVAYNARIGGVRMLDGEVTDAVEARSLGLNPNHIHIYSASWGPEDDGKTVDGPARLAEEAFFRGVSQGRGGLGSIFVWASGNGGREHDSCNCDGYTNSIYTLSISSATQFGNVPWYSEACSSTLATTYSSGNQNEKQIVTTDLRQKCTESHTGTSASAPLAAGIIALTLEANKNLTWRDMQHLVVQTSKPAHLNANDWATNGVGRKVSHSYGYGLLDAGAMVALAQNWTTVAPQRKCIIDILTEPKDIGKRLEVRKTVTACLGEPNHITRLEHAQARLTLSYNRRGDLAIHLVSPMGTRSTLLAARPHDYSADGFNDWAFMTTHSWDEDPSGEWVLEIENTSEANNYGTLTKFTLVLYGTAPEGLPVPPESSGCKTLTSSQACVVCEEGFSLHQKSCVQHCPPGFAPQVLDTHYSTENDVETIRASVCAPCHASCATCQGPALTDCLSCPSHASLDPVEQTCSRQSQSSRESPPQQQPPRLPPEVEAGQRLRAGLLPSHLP
Starred values were filed as active, the others as inactive; nt = not tested or not shown; [ ] = remark or other dose. An excerpt; the hit share may differ from the screen's.

SMILES	Thrombin inh	m-calpain inh	Rad51 HR inh	Cl transport mod	FXIIa inh 1536	FXIa inh 1536	PERK inh	KLK5 inh	Furin inhibitor
CCc1ccc(CN2C(=O)CCC2(C)C(=O)NC2CCCC2)cc1 (stereo not drawn)	-3	15	-1	-0.051	-4	-11	-0.6	-9	-20
COc1cc(OC)cc(C(=O)NNC(=O)c2cc3c(s2)CCCC3)c1	-4	-5	nt	0.22	2	-1	1.4	-4	-25
Cc1cccc(C)c1NC(=O)N1CCN(c2nc3ccccc3s2)CC1	-8	31	0	-0.046	-9	-7	-0.5	-17	-19[20 µM]
CC(=O)NCCc1nc2cc(NC(=O)c3ccccc3)ccc2n1C	3	-23	18	-0.077	6	-4	0.1	-5	-26
Cc1c(Cl)cn2c(=O)cc(CN(C)Cc3nc4ccccc4c(=O)[nH]3)nc2c1Cl	2	5	-4	0.83	9	4	-0.5	10	-15
O=C(NC(=S)NCCC1=CCCCC1)c1cccnc1	-5	12	-4	14*	13	-1	0.0	-2	-15
COC(=O)C(NS(=O)(=O)c1ccc(NC(C)=O)cc1)C(C)C (stereo not drawn)	-5	-11	-2	0.35	8	-3	-0.2	-9	-21
CC(=O)OC(C)(CCC(C)(OC(C)=O)C(C)=O)C(C)=O (stereo not drawn)	-5	9	6	nt	8	-6	0.2	-12	-21
CCCCNC(=S)N/N=C1\C(=O)c2cccc3cccc1c23	-6	-39	6	5*	0	-8	1.5	-23	-15[20 µM]
COc1cc(S(=O)(=O)N2CCOCC2)ccc1NC(=O)CSc1n[nH]c(=O)[nH]c1=O	-9	1	4	-0.15	3	-4	0.0	-3	-17
CN1CCCC(OC(=O)c2ccc3c(c2)OCCO3)C1 (stereo not drawn)	-1	22	-4	-1.1	6	-4	1.1	1	-17[20 µM]
COc1ccc(Nc2nc(C)cc(C)c2C(N)=O)c(OC)c1	-18	-8	0	-0.16	-14	-3	2.0	-2	-8[20 µM]
C/C(CC(=O)NC(C)(C)C)=N\NC(N)=S	-3	9	nt	0.76	17	0	1.1	15	-24
O=C(CSc1nnc(CNC(=O)c2cccs2)o1)Nc1ccc2c(c1)OCO2	-3	2	3	-0.14	16	2	0.9	6	-23[20 µM]
N#C/C(=C\c1ccc(Cl)c([N+](=O)[O-])c1)c1ccccn1	-2	-28	-1	-1.3	10	9	1.2	1	-14
CCc1sc(-c2ccccc2)nc1C(=O)OC	4	0	-8	-1	10	0	-0.3	3	-37
CC1(C)CC(=O)c2cnc(N3CCc4ccccc4C3)nc2C1	-10	-43	9	nt	8	3	1.6	-23	-25
CC1(C)OC(=O)N(c2ccccn2)C1(C)O (stereo not drawn)	2	0	5	-1.3	-3	2	1.0	6	-23
CC(C)CC(=O)NC(NCC1CCCO1)C(Cl)(Cl)Cl (stereo not drawn)	-4	1	-9	-0.77	20	5	-0.1	0	-22[20 µM]
O=C(NCc1cccs1)c1cc(-c2ccccc2)nc2ccccc12	-11	8	1	0.65	5	-5	-0.4	-6	-15
CC(/C=C1\SC(=S)N(C(C(=O)O)C(C)C)C1=O)=C\c1ccccc1 (stereo not drawn)	-4	-16	-2	-3.3*	7	-5	0.6	-5	-10
COCCNS(=O)(=O)c1cc(OC)ccc1OC	2	-16	2	0.23	0	-3	0.9	-8	-20
Cc1ccc2[nH]c(=O)c(CN(Cc3ccccc3Cl)C(=O)N3CCOCC3)cc2c1	-2	-34	1	-2.3	2	-5	-1.1	-2	-12
CC1=C(C(=O)OC2CCCC2)C(c2ccc(C)o2)C2=C(CC(c3cccs3)CC2=O)N1 (stereo not drawn)	-2	-1	-3	-1.7	2	9	-0.7	-9	-28[20 µM]
Cc1ccc(-n2nc(C(=O)O)cc2-c2ccc(Cl)cc2)cc1	-12	14	-5	-3.7*	1	-4	-0.2	-2	-4
CCCC1=[N+](CC(=O)c2ccccc2)CCn2c(C)ccc21	-6	-32	-3	-0.055	5	-2	1.4	-1	-6[20 µM]
CC1CN(C(=O)c2cnn3c(C(F)F)cc(-c4ccccc4)nc23)CC(C)O1 (stereo not drawn)	-5	-90	4	-0.43	5	-4	-2.0	-7	-8[20 µM]
COc1cc(C2NC(=S)NC(C)=C2C(=O)Nc2ccc(C)cc2)ccc1O (stereo not drawn)	-11	-20	7	1.1	3	-5	-0.2	-1	-12
COc1ccc(OC)c(-c2cc(C(=O)Nc3c(C)nn(Cc4ccccc4Cl)c3C)no2)c1	3	-39	-3	nt	17	8	0.2	8	-20
Cn1c(CCc2ccccc2)nnc1SCC(=O)N1CCOCC1	-7	7	-5	0.22	0	-6	0.4	-24	-7[20 µM]
Cn1nc(C(=O)Nc2cccc(C(F)(F)F)c2)c2ccccc2c1=O	-3	-2	nt	nt	7	-10	-0.7	0	-14
CCO[C@@H]1OC(C(=O)NCc2ccccc2)=C[C@H](c2cn(C(C)=O)c3ccccc23)[C@H]1CCCO	-4	5	7	-1.7	-1	-4	0.0	-4	-10
CCOC(=O)c1ccc(NCc2ccc3c(c2)OCO3)cc1	2	17	4	nt	7	-3	0.5	-4	-9
COc1ccccc1CNC(=O)CN(C)S(=O)(=O)c1cccc2cccnc12	-7	-12	8	1.6	4	-5	-1.3	-5	-21
CCOC(=O)c1c(OCC)[nH]c2c1cc(O)c1ccccc12	6	-63	5	-0.44	3	1	0.4	-23	-16
CCCOc1cc(C)c(S(=O)(=O)NC2CC(C)(C)NC(C)(C)C2)cc1C	-3	2	3	-0.11	6	6	0.0	-20	-13
O=C(O)COc1c(Cl)cc(/C=C2/NC(=O)NC2=O)cc1Br	-2	-43	-5	-0.58	7	-3	0.8	1	-11
O=C(CN(C1CCCCC1)S(=O)(=O)c1ccc(F)cc1)NC1CC1	34	32	5	-0.18	23	1	-0.1	31	-21
Cn1c(=O)c(=O)n(C)c2cc([N+](=O)[O-])c([N+](=O)[O-])cc21	-1	17	4	-2.2	9	2	1.7	5	-10
CCCCCOC(=O)c1ccc(NC(=O)c2ccco2)cc1	-4	5	nt	-0.047	0	2	-0.5	9	-27
CCOC(=O)N1CCN(C(=O)c2cccc(F)c2)CC1	6	-6	-77	-0.2	4	-3	2.4	-9	-20
CCCc1cc(=O)[nH]c(SCC(=O)Nc2ccc(OC(F)F)cc2)n1	0	19	1	0.43	6	-13	2.5	-3	-17
O=[N+]([O-])c1ccc(/C=C/c2nc3ccc([N+](=O)[O-])cc3[nH]2)cc1	-6	-161	-13	-1.4	11	1	1.5	-1	-20
CCN1C(=O)C(CC(=O)Nc2c(C)cccc2C)Nc2cc(S(=O)(=O)N(C)C)ccc21 (stereo not drawn)	4	8	6	-0.26	5	-5	-0.9	-2	-17
Cc1sc(N2C(=O)C3C(C2=O)[C@H]2C=C[C@@H]3C2)c(C#N)c1C (stereo partly drawn)	-2	-15	nt	0.0043	9	3	1.5	2	-22

An excerpt from above in order of the KLK5 inh value, highest first.
compound | Thrombin inh | m-calpain inh | Rad51 HR inh | Cl transport mod | FXIIa inh 1536 | FXIa inh 1536 | PERK inh | KLK5 inh | Furin inhibitor
Cn1c(=O)c(=O)n(C)c2cc([N+](=O)[O-])c([N+](=O)[O-])cc21 | -1 | 17 | 4 | -2.2 | 9 | 2 | 1.7 | 5 | -10
CCCc1cc(=O)[nH]c(SCC(=O)Nc2ccc(OC(F)F)cc2)n1 | 0 | 19 | 1 | 0.43 | 6 | -13 | 2.5 | -3 | -17
CCO[C@@H]1OC(C(=O)NCc2ccccc2)=C[C@H](c2cn(C(C)=O)c3ccccc23)[C@H]1CCCO | -4 | 5 | 7 | -1.7 | -1 | -4 | 0.0 | -4 | -10
CCOC(=O)c1c(OCC)[nH]c2c1cc(O)c1ccccc12 | 6 | -63 | 5 | -0.44 | 3 | 1 | 0.4 | -23 | -16

Carrying on:
SMILES	Thrombin inh	m-calpain inh	Rad51 HR inh	Cl transport mod	FXIIa inh 1536	FXIa inh 1536	PERK inh	KLK5 inh	Furin inhibitor
COCCCn1c(Cc2csc(Nc3ccccc3)n2)nnc1SCC(N)=O	-2	-18	0	-0.6	4	-2	0.8	-5	-17[20 µM]
CCOc1cc(/C=N/NC(=O)c2ccc(=O)n(C)c2)ccc1O	0	5	nt	nt	9	2	0.1	8	-11
CCOc1ccc(-c2csc(N)c2C(=O)OC)cc1	2	-1	-4	nt	19	10	-1.5	-8	-1[20 µM]
COc1ccc(N(C(=O)Nc2ccc(Cl)cc2)C2=NCCC2)cc1	3	-34	0	0.48	8	0	1.3	3	-12
Cc1cc(C)n2nc(SCC(=O)c3cccs3)nc2n1	-3	6	4	0.86	3	-2	-0.2	-6	-22
Cc1onc(NC(=O)CSCC(=O)O)c1Br	-1	4	16	nt	9	2	0.4	0	-20
COc1ccc(CC(=O)N2CC3(C)CC2CC(C)(C)C3)cc1OC (stereo not drawn)	6	21	-8	-0.35	28	24	-0.1	5	-10
CC(C)[C@H](NC(=O)c1ccccc1)C(=O)OCC(=O)N1CCCCCC1	-10	-4	-14	0.3	-4	-7	-0.1	-3	-8
Cc1ccc(OCCN2CCN(c3nc(NCc4ccco4)c4ccccc4n3)CC2)cc1	0	4	nt	0.22	5	1	-0.9	-6	-12
Cc1[nH]c2ccc(F)cc2c1CCN(Cc1cccnc1)C(=S)Nc1cccc(F)c1	nt	28	-8	-0.21	9	9	-0.7	12	6
O=[N+]([O-])c1cnccc1Nc1ccc(Cl)cc1	-5	2	nt	0.34	10	0	1.3	0	-17
COC(=O)c1ccc(NC(=O)CSC2=Nc3ccccc3C3CC=NN23)cc1 (stereo not drawn)	8	-19	0	-0.31	10	8	0.7	-7	-14[20 µM]
CCc1ccccc1NC(=S)N(CCCN1CCN(C)CC1)Cc1cccs1	1	17	2	0.7	-3	12	0.1	-18	-22
COc1ccccc1-c1nnc(NC(=O)c2ccc(S(=O)(=O)N(C)C)cc2)o1	2	27	-7	-0.053	11	-2	1.7	-7	-17
Cc1ccc(CN2CCN(CCCc3ccccc3)CC2CCO)cc1 (stereo not drawn)	3	37	-1	-0.19	11	1	0.8	nt	-35
O=C(O)CCCN1C(=O)/C(=C\c2ccc(-c3nc4ccccc4s3)o2)SC1=S	2	10	-41	-4.6	6	8	2.8	4	-9
C=C(C)C1Cc2cc3ccc(=O)oc3cc2O1 (stereo not drawn)	7	-431	nt	0.47	23	21	1.5	-16	-168
Cn1ncc(Cl)c1C(=O)NCc1cc(C(C)(C)C)n[nH]1	-10	1	10	3.8	7	4	0.2	-5	-22
Cc1ccc(C(=O)NCC(=O)NCC(=O)OCc2ccc(Cl)cc2)cc1	-3	3	-3	0.045	4	-2	0.7	-11	-20
CCOCCCNC(=O)CN1CCN(c2ccc(F)cc2)CC1	-1	1	5	0.023	9	10	-0.6	6	-22
O=C(CSC1=NCCS1)NC1CCCCC1	-1	6	0	0.099	14	0	0.1	2	-15[20 µM]
CCc1ccc(/C=C/C(=O)c2cc(Br)ccc(=O)c2O)cc1	1	-80	-7	8*	12	3	0.1	-46	1[20 µM]
Fc1ccc(-n2nnc(-c3cnc4ccccc4c3)n2)cc1	-1	13	4	-0.01	11	2	0.9	1	-28
COc1ccc(OCC(=O)N2c3ccccc3CCc3ccccc32)cc1	1	25	nt	-1.6	15	5	-0.1	-1	-9
c1ccc(CSCCc2ccncc2)cc1	8	1	nt	-0.24	30	21	-1.0	-2	-10[20 µM]
COc1ccccc1C(=O)N1CCN(c2cccc(C(F)(F)F)c2)CC1	-15	-52	nt	-1	-3	-5	0.5	-21	-30
